Source: PubChem
pPAFAH inh: pPAFAH (human) enzyme inhibition. Q13093. recombinant pPAFAH, FP-rhodamine probe fluorescence polarization. inhibition, % at 3.39 µM. hit rate 1.5% among 330,000;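 active = inhibition above the mean inhibition across the screen plus 3 SD, cut at about 25% in these data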;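 note: inhibitors block binding of the rhodamine activity-based probe so polarization drops; 0% = enzyme with DMSO and 100% = wells lacking pPAFAH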
Target sequence (Q13093 whole entry, looked up): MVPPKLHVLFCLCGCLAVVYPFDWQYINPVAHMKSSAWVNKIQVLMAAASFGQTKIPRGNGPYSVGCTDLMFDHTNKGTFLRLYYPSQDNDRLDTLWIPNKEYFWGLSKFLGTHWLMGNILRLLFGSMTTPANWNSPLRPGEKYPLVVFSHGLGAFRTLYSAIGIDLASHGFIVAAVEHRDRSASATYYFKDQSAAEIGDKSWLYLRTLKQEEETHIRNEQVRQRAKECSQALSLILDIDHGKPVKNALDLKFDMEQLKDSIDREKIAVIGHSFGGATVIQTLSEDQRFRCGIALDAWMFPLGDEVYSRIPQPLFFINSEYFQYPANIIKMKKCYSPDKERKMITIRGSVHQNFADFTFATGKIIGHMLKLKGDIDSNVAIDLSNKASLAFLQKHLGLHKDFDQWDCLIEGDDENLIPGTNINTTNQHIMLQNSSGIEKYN
GSTO1 inh: GSTO1 inhibition, counter-screen for RBBP9 inhibitors | recombinant GSTO1, activity-based probe fluorescence polarization | P78417 | hit rate 1.1% among 300,000 | AID 1974 | inhibition, % at 5.96 µM;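 active = inhibition above the campaign mean inhibition plus 3 SD, cut at about 35% in these data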;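 note: 0% = GSTO1-1 with DMSO and 100% = wells lacking GSTO1-1 enzyme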
Target sequence (P78417 whole entry, looked up): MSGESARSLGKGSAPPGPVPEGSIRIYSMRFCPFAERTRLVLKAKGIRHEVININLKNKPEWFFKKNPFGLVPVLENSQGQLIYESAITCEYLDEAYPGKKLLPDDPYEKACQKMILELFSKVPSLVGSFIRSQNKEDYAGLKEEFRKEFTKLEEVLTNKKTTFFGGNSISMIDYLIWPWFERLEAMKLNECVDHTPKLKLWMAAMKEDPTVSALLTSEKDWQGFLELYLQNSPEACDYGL
PME-1 primary: PME-1 (human) inhibition; recombinant PME-1, FP-Rh probe fluorescence polarization; hit rate 0.53% among 320,000; inhibition, % at 5.9 µM; Q9Y570; AID 2130;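 active = inhibition above the campaign mean of all compounds plus 3 SD, cut at about 26% in these data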;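 note: competitive labeling of PME-1 active site by serine hydrolase directed probe; 0% = PME-1 with DMSO and 100% = wells lacking PME-1 enzyme; inhibitors block probe labeling so polarization falls and inhibition rises; many of its hits are not listed in these tables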
Fam108B inh: Fam108B inhibition, counter-screen for RBBP9 inhibitors | inhibition, % at 9.51 µM | AID 1947 | hit rate 0.33% among 300,000 | recombinant Fam108B, FP-Rh probe fluorescence polarization;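 active = inhibition above the screen mean inhibition plus 3 SD, computed separately per campaign, cut at about 18% in these data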;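 note: inhibitors lower polarization as less probe binds the enzyme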
PAFAH1B3 inh: inhibitors of human PAFAH1B3. Q15102. recombinant PAFAH1B3, FP-rhodamine probe, fluorescence polarization. inhibition, % at 3.39 µM. hit rate 0.28% among 340,000;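 active = inhibition above the screen-wide average of all tested compounds plus 3 SD, cut at about 25% in these data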;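 note: 0% = enzyme with DMSO only and 100% = wells lacking PAFAH1B3 protein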
PAFAH2 FP inh: inhibitors of human PAFAH2; recombinant PAFAH2, FP-rhodamine activity probe, fluorescence polarization; AID 492956; Q99487; inhibition, % at 3.39 µM; hit rate 0.99% among 340,000;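 active = inhibition above the mean over all tested compounds plus 3 SD, cut at about 30% in these data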;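 note: inhibitors block probe labeling of enzyme so polarization drops; 0% = enzyme with DMSO and 100% = wells lacking PAFAH2 protein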
LYPLA1 inh: blocks human lysophospholipase 1, a PME1 counter-screen; O75608; recombinant LYPLA1, FP-Rh probe fluorescence polarization; inhibition, % at 5.9 µM; hit rate 0.16% among 320,000; AID 2174;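 active = inhibition above the mean of all tested compounds plus 3 SD, set per campaign, cut at about 14% in these data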;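 note: inhibitors block serine hydrolase probe labeling of LYPLA1 so polarization falls; 0% = enzyme with DMSO and 100% = wells lacking LYPLA1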
PAD4 inh: inhibitors of human PAD4; hit rate 0.41% among 330,000; AID 485272; inhibition, % at 6.36 µM; recombinant PAD4, RCA probe fluorescence polarization; Q9UM07;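 active = percent inhibition above a cutoff equal to the mean of all tested compounds plus 3 SD, cut at about 15% in these data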;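 note: 0% = PAD4 with RCA probe and DMSO and 100% = probe without PAD4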
PAFAH1B2 FP inh: blocks human PAF acetylhydrolase 1b catalytic subunit 2; hit rate 1.2% among 340,000; recombinant PAFAH1B2, FP-rhodamine activity probe, fluorescence polarization; P68402; inhibition, % at 3.39 µM;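 active = inhibition above the mean of all tested compounds plus 3 SD, cut at about 24% in these data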;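 note: 0% = enzyme with DMSO and 100% = wells lacking PAFAH1B2; many of its hits are not listed in these tables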
Target sequence (P68402 whole entry, looked up): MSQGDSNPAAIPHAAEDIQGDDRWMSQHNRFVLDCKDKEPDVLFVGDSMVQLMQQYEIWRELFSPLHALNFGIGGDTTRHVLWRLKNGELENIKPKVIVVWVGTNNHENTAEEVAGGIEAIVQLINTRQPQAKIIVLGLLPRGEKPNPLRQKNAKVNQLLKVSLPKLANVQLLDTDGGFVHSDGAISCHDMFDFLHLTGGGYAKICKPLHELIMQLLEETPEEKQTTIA
The depositor's hits bear a star; · = not tested or not shown. Some of the compounds tested; the hit share may differ from the screen's.

smiles	pPAFAH inh	GSTO1 inh	PME-1 primary	Fam108B inh	PAFAH1B3 inh	PAFAH2 FP inh	LYPLA1 inh	PAD4 inh	PAFAH1B2 FP inh
c1ccc(CSc2ncnc3c2cnn3-c2ccccc2)cc1	3	-1	-3	-3	5	0	1	4	-3
CC(C)N(C(=O)[C@H]1CC(CC(=O)NCC23CC4CC(CC(C4)C2)C3)C(=O)N2CCc3c([nH]c4ccccc34)[C@]12C)C(C)C (some centres undefined)	0	·	·	·	-9	1	·	-3	6
O=C(NCc1ccccc1)c1cccc2c1C(=O)c1ccc(/C=C/c3ccccc3)cc1S2(=O)=O	3	·	·	·	-5	-5	·	-5	1
Cc1ccc(CSCCNC(=O)/C=C/c2ccc(Cl)cc2)cc1	1	-3	-1	3	-1	-4	-3	-1	3
O=C(CSc1nnc(-c2ccccc2Br)o1)N1CCOCC1	-2	5	-2	-2	4	-5	2	-6	5
O=C(O)c1cc(S(=O)(=O)NCC2COc3ccccc3O2)ccc1Cl (centres undefined)	2	·	·	·	17	1	·	-1	8
Cc1onc(-c2ccccc2)c1C(=O)NN1CCOCC1	2	·	·	·	3	16	·	-1	-2
O=C(CSc1cn(CCNC(=O)c2ccc3ccccc3c2)c2ccccc12)NCc1ccco1	13	-5	1	-6	-3	3	-4	-7	2
CC(C)CN(C(=O)C1CC1)C1CCS(=O)(=O)C1 (centres undefined)	1	-5	-3	4	5	2	1	-5	9
COc1ccccc1NC(=O)N1CCCC(CNC(=O)c2ccccc2Cl)C1 (centres undefined)	6	-6	0	2	7	1	2	-2	3
CCCS(=O)(=O)NCCc1cc2ccc(C)cc2[nH]c1=O	4	2	1	-7	6	-2	-2	0	5
N#Cc1ccccc1OCC(=O)Nc1ccccc1C(=O)NC1CC1	-4	7	3	2	0	-6	-2	0	0
C#CCNC(=O)C1=C[C@@H](c2ccccc2)C[C@@H](OCc2ccc(CO)cc2)O1	-3	2	2	4	3	2	0	4	8
O=C(NCC1CCCO1)c1ccc(CS(=O)(=O)Cc2ccc(F)cc2)o1 (centres undefined)	15	10	-1	-1	-3	-4	0	-3	-8
CCCN=Cc1sc2ccc(OCC)cc2c1O	2	8	3	2	-2	-1	1	9	-2
CCOC(=O)C1CNc2cc(S(=O)(=O)CC)ccc2O1 (centres undefined)	0	4	4	-2	9	-7	2	4	-4
O=C(CNC(=O)Cc1cccc2ccccc12)NCc1ccccc1F	2	3	-2	1	4	2	-1	-2	4
COc1ccc(CN2CCN(C(=O)c3ccco3)CC2)c(OC)c1OC	4	-7	2	-1	·	·	1	-2	·
O=C(CC(=O)N/N=C\c1ccccc1)NCCc1ccccc1	0	1	4	-2	5	-3	2	0	2
CC(C)NC1=C(Cl)C(=O)c2ccccc2C1=O	-1	65*	0	3	8	-1	2	-15	1

Remaining list, next part.
smiles	pPAFAH inh	GSTO1 inh	PME-1 primary	Fam108B inh	PAFAH1B3 inh	PAFAH2 FP inh	LYPLA1 inh	PAD4 inh	PAFAH1B2 FP inh
Cc1cc(C)n(-c2ccnc3cc(Cl)ccc23)n1	4	0	2	1	5	-2	1	-4	3
CC1CCCCN1C(=O)NC1CC(=O)N(c2ccc3c(c2)OCCO3)C1 (centres undefined)	1	2	-4	-2	8	-6	1	-3	1
Cc1cccc2c1CC(C)(C)N/C2=C\C(N)=O	1	6	-2	0	6	11	3	-1	7
CCCCC(=O)Nc1ccc(NC(=O)CC)cc1OC	3	5	0	-6	11	8	1	1	0
O=C(O)C1CC=CCC1C(=O)Nc1ccccc1C(=O)N1CCN(c2ccc(Cl)cc2)CC1 (centres undefined)	2	4	-2	0	·	·	0	0	·
O=C(/C=C/c1ccco1)N(Cc1ccccc1)C1CCS(=O)(=O)C1 (centres undefined)	1	5	0	-1	2	3	-2	-2	6
C(/CCc1ccccc1)=N\Nc1nc2ccccc2[nH]1	4	12	-5	-3	8	4	-1	-2	16
COc1cc(CCC(=O)OCC(=O)c2ccc[nH]2)cc(OC)c1OC	7	·	3	·	0	3	2	-4	6
Cc1ccc(NC(=O)C(C)N2C(=O)c3ccccc3C2=O)cc1C (centres undefined)	1	4	5	3	4	-2	-4	2	-3
O=c1cc(-c2ccccc2)[nH]n1-c1nc2ccccc2[nH]1	9	-9	6	9	8	5	-6	-2	3
CC(=O)c1ccc(S(=O)(=O)N2CCCCC2C(=O)O)cc1 (centres undefined)	4	2	-3	1	-5	-4	1	2	3
O=C(NNC(=O)c1ccc(F)c(S(=O)(=O)N2CCOCC2)c1)c1ccc([N+](=O)[O-])cc1	-2	·	1	·	8	-7	0	3	3
CCOC(=O)C1(CC2CCCCO2)CCN(C(=O)Nc2cccc(SC)c2)CC1 (centres undefined)	-3	-6	2	3	-6	2	-4	-6	2
CNc1nc(Nc2ccc(Br)cc2)nc(N)c1[N+](=O)[O-]	-1	-3	-20	-20	-1	-12	-9	0	-15
COc1ccc(NC(=O)CNS(=O)(=O)c2ccc3nc(C)sc3c2)c(OC)c1	5	-10	8	1	4	9	2	-2	4
COc1ccc(/C=N/NC(=O)c2ccncc2)cc1CN1CCCc2ccccc21	22	11	19	13	11	-9	4	-2	-3
CCc1ccc(OC)c(-c2csc(N)n2)c1	3	3	6	-2	-3	0	0	-5	1
CCOc1cc(C2NC(=O)NC(O)(C(F)(F)F)C2C(=O)c2ccc(Cl)cc2)ccc1O (centres undefined)	-1	-86	-2	-1	2	3	6	3	1
CCOC(=O)N1CCN(C(=O)c2ccc(N3CC4CC(C3)c3cccc(=O)n3C4)c(NC(=O)c3ccc(F)cc3)c2)CC1 (centres undefined)	7	-2	4	-1	-1	2	-1	-2	5
COc1cc(S(=O)(=O)Nc2ccc(C)cc2)ccc1NC(=O)c1ccncc1	34*	8	-5	-2	2	6	3	-6	0

Continuation.
smiles	pPAFAH inh	GSTO1 inh	PME-1 primary	Fam108B inh	PAFAH1B3 inh	PAFAH2 FP inh	LYPLA1 inh	PAD4 inh	PAFAH1B2 FP inh
NNC(=O)c1cnn(-c2ccccc2)c1-n1cccc1	0	16	-2	3	-2	-8	0	-1	0
COc1ccc(N(CC(=O)Nc2ccc(S(=O)(=O)N3CCCC3)cc2)S(C)(=O)=O)cc1OC	-7	-6	6	0	1	0	0	-5	3
O=C(NCCN1CCN(c2ccccc2)CC1)C1(S(=O)(=O)c2ccc(Cl)cc2)CC1	2	2	3	-2	0	5	-3	0	8
COc1cccc(OC)c1C(=O)Nc1ccnn1C	-1	3	4	0	7	-2	2	0	7
CC(=O)c1c(C)n(-c2ccccc2)c2ccc(OCC(N)=O)cc12	5	8	-1	0	5	1	-2	4	0
Cn1cccc1C(=O)N/N=C/c1c(Cl)cccc1Cl	3	0	1	1	5	-1	5	0	0
O=C(CSCC(=O)OCC(=O)c1ccc(Br)cc1)Nc1ccc(Br)cc1	9	14	0	-5	3	-2	0	1	14
CC(NS(=O)(=O)c1ccc(Br)cc1)C(N)=O (centres undefined)	4	3	-3	2	5	-1	0	2	2
COc1ccc(OC)c(-c2cc(C(=O)N3CCOCC3)no2)c1	1	5	-2	-1	-4	-9	-3	-7	4
Cc1ccccc1NC(=O)c1cccc(S(=O)(=O)Nc2cccc(C(=O)O)c2)c1	0	-5	-9	3	6	0	-4	-7	-1
CC(=O)c1sc(NC(=O)CN2C(=O)CCC2=O)nc1C	2	-1	-12	3	3	3	3	1	4
Cc1cc(C)c(S(=O)(=O)N2CCCCC2CCNC(=O)C(=O)NCCN2CCOCC2)c(C)c1 (centres undefined)	4	3	3	2	10	5	1	-3	6
CCC(C)(C)n1nnnc1C(c1ccc(O)c(OC)c1)N1CCc2ccccc2C1 (centres undefined)	4	6	1	7	2	-4	-2	3	-2
Cc1c(-c2ccc(F)cc2)[n+](=O)c(-c2ccc(F)cc2)c(C)n1[O-]	2	-4	-3	1	-3	-1	1	1	4
COc1ccc(C2C(C(=O)N3CCN(c4ccccc4F)CC3)c3ccccc3C(=O)N2C)cc1 (centres undefined)	-5	-6	1	-1	7	1	0	-4	2
COc1cc(C(=O)OCC(=O)N(CC(C)C)C2CCS(=O)(=O)C2)ccc1OCC(C)C (centres undefined)	6	2	3	1	0	4	3	-1	1
O=C(Nc1cccc(Cl)c1)N(Cc1nc2ccccc2c(=O)[nH]1)C1CCCC1	2	-16	3	0	2	-3	-2	-2	4
CC(C)C(=O)Nc1ccc(S(=O)(=O)Nc2ccccn2)cc1	2	3	2	5	3	0	4	-6	8
CC(=O)c1cccc(NC(=O)C=C(C)C)c1	1	-1	-6	-1	11	-4	1	-3	-2
Cc1cccc(CSc2nc3sc(C)c(C)c3c(=O)n2Cc2ccco2)c1	23	3	1	-5	1	3	-1	1	0

Some of these compounds in order of number of heavy atoms, rising:
smiles	pPAFAH inh	GSTO1 inh	PME-1 primary	Fam108B inh	PAFAH1B3 inh	PAFAH2 FP inh	LYPLA1 inh	PAD4 inh	PAFAH1B2 FP inh
CC(NS(=O)(=O)c1ccc(Br)cc1)C(N)=O (centres undefined)	4	3	-3	2	5	-1	0	2	2
CC(=O)c1sc(NC(=O)CN2C(=O)CCC2=O)nc1C	2	-1	-12	3	3	3	3	1	4
Cc1cccc(CSc2nc3sc(C)c(C)c3c(=O)n2Cc2ccco2)c1	23	3	1	-5	1	3	-1	1	0
O=C(Nc1cccc(Cl)c1)N(Cc1nc2ccccc2c(=O)[nH]1)C1CCCC1	2	-16	3	0	2	-3	-2	-2	4
Cc1ccccc1NC(=O)c1cccc(S(=O)(=O)Nc2cccc(C(=O)O)c2)c1	0	-5	-9	3	6	0	-4	-7	-1
